# Source: PubChem (several laboratories)
# NRP1-CendR mod: modulators of CendR peptide binding to NRP-1, primary screen, biochemical, fluorescence polarization, uHTS. Neuropilin-1 (Homo sapiens), O14786. FAM-RPARPAR peptide binding to NRP-1. inhibition, % at 25 µM. 0.85% of 360,000 active. AID 602438, 2012;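 active = inhibition or corrected inhibition above about 18%, plus a signal ratio from 0.5 to 1.5, limit read from the data, passing the limit was not always enough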; note: strong numbers were not always called active
# Target sequence (O14786 whole entry, looked up): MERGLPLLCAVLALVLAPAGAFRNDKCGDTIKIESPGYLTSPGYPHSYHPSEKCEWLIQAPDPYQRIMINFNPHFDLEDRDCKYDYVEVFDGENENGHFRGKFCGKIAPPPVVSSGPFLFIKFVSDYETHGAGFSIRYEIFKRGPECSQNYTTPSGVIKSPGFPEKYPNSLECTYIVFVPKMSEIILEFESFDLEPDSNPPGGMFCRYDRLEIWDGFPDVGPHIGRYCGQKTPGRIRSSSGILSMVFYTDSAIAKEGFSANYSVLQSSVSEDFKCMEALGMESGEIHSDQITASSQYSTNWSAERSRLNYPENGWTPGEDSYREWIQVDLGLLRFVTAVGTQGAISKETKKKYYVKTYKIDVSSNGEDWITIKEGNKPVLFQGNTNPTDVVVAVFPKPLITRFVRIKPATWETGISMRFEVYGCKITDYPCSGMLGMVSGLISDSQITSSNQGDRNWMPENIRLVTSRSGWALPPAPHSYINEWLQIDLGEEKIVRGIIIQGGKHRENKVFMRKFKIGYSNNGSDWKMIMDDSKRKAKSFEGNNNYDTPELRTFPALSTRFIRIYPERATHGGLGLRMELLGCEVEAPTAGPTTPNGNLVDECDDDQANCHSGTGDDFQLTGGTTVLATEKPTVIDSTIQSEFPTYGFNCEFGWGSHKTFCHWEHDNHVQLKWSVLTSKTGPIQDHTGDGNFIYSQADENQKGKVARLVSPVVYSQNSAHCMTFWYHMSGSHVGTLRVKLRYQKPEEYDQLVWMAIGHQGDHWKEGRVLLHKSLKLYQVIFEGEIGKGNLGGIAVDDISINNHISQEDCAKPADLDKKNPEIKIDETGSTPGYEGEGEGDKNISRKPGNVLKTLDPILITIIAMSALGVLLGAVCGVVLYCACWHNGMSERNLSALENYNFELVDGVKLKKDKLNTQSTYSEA
# Rin1 Abl inh: inhibitors of Rin1-Abl protein binding, primary screen, biochemical, TR-FRET. inhibition, % at 7.35 µM. 0.4% of 360,000 active. AID 588664, 2011; in the data active = inhibition above about 5%, passing the limit was not always enough
# MT1-MMP act inh: blockers of MT1-MMP proenzyme processing, primary screen, HT1080 RFP-PRO-GFP cells, GFP/RFP fluorescence. Matrix metalloproteinase-14 (Homo sapiens), P50281. GFP/RFP ratio fluorescence, overnight; percent of plate control window, DMSO zero. GFP/RFP ratio change, % at 20 µM. 0.061% of 360,000 active;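 active = GFP/RFP ratio change of at least 30% with cell ATP level not reduced by more than half and red fluorescence within 50% of control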; note: strong numbers were not always called active
#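 Test system: HT1080 cells expressing an RFP-PRO-GFP fluorescent reporter construct / Compound dosing: single-point 20 µM compound, 1% DMSO / Schedule: cells overnight before dosing, compound overnight, 37 °C, 5% CO2 / Evaluation: GFP/RFP fluorescence ratio / Control set: DMSO and RFP-L50D-GFP cell wells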
# Neddyl block: inhibitors of cullin neddylation, primary screen, biochemical, TR-FRET, uHTS, NAE and Ubc12; NEDD8-conjugating enzyme Ubc12 (Homo sapiens) + NEDD8-activating enzyme E1 regulatory …; AID 651699, 2012; 0.58% of 360,000 active; calls only at 25 µM; in the data active = inhibition above about 36%
# E coli Lon inh: inhibitors of E. coli Lon protease, primary screen, biochemical, fluorescence polarization; P0A9M0; purified E. coli Lon protease; inhibition, % at 7.94 µM; 0.42% of 360,000 active; in the data active = inhibition above about 13%, passing the limit was not always enough;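 note: 0% = enzyme with probe and DMSO and 100% = no enzyme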
# FAS-TE inh: FAS thioesterase domain inhibitors, primary screen, biochemical, fluorescence intensity, uHTS | Fatty acid synthase (Homo sapiens), P49327 | recombinant FAS-TE, OMFH fluorogenic substrate, fluorescence endpoint | inhibition, % at 15 µM | 0.67% of 360,000 active | AID 602261, 2012;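 active = compounds whose normalised, plate-corrected inhibition of enzyme fluorescence in the single-dose primary screen is 50% or more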;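 note: 0% = DMSO with enzyme and 100% = substrate without enzyme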
# MsrA act: bovine MsrA enzyme activators, primary screen, biochemical, absorbance, HTS | Methionine sulfoxide reductase A (Bos taurus) | AID 602163, 2012 | purified bovine MsrA, absorbance read-out | activation, % at 10.6 µM | 0.3% of 360,000 active; in the data active = activation above about 7.5%;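 note: 0% = vehicle and 100% = reference activator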
# MsrA inh: bovine MsrA enzyme inhibitors, primary screen, biochemical, absorbance, HTS | Methionine sulfoxide reductase A (Bos taurus) | purified bovine MsrA, absorbance read-out | inhibition, % at 15.5 µM | 0.75% of 360,000 active | AID 651718, 2012; in the data active = inhibition above about 4.5%;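 note: 0% = vehicle wells with enzyme and 100% = reference inhibitor wells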
# SKN-1 inh: suppressors of acrylamide-induced Pgst-4::GFP reporter in worms, primary screen, SKN-1 inhibitor project, whole organism, uHTS, GFP/RFP fluorescence ratio, strain VP596 | C. elegans VP596 Pgst-4::GFP/RFP ratio, 24 h | 0.49% of 360,000 active | AID 624304, 2012 | inhibition, % at 21.8 µM;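 active = interference check ratio from 0.5 to 1.5 plus GFP to RFP signal ratio inhibition reaching or exceeding a fixed threshold, cut at about 30% in these data, passing the limit was not always enough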; note: some compounds called inactive have numbers as strong as hits
# The depositor's hits bear a star; i = inactive; . = not tested or not shown.
SMILES,NRP1-CendR mod,Rin1 Abl inh,MT1-MMP act inh,Neddyl block,E coli Lon inh,FAS-TE inh,MsrA act,MsrA inh,SKN-1 inh
CCN(CC)S(=O)(=O)c1cccc(-c2n[nH]c(=S)n2C(C)COC)c1 (centres undefined),1,3,2,i,-2,-11,-2,1.5,12
COc1ccc(/C=N/N=C/c2ccc(OC)cc2)cc1,-2,-1,1,i,0,-3,-5,-0.1,-3
COCC(CN1CCN(C2=NS(=O)(=O)c3ccccc32)CC1)OC(=O)c1ccc(OC)cc1 (centres undefined),16,-1,-2,i,-4,0,-2,0.3,10
COCCN1Cc2c(sc(C)c2C)N(C(=O)c2ccccc2)C1,-14,-2,-3,i,-4,-3,1,0.7,4
CCCCC/S(CC1CC1(Cl)Cl)=N\S(=O)(=O)c1ccc(C)cc1 (centres undefined),21,6,-5,i,-6,5,-6,0.7,2
COc1ccc(-c2c(C)nc3c(-c4ccc(F)cc4)cnn3c2N)cc1,12,4,5,.,-2,-3,-1,-0.3,17
Cc1occc1-c1nnc(SCC(=O)c2ccc(F)cc2)n1Cc1ccco1,-4,-1,1,i,-6,5,-6,-0.4,17
O=C(C1CC1)N(CCN(C(=O)C1CC1)c1ccccc1)c1ccccc1,11,0,-7,i,1,-6,-5,-0.1,3
C#CCNC(=O)c1cc(-c2ccccc2)sc1N,-111,.,-4,i,.,.,.,1.1,10
Cc1cccc(C(=O)OCC(=O)N(C)CC(=O)Nc2ccc(Cl)c(C(F)(F)F)c2)c1,12,-3,6,i,-1,29,-5,-0.5,10
Cc1ccc(C)c(NC(=O)C2Cc3ccccc3CN2C(=O)OCc2ccccc2)c1 (centres undefined),0,1,-8,i,-6,3,-4,1.3,-35
C/C(CCc1ccc2c(c1)OCO2)=N\N=C1\NC(=O)CC(C(=O)Nc2ccc(C(=O)O)cc2)S1 (centres undefined),5,0,1,i,-9,1,-5,-0.1,1

# Compound profiles, from the list above. Values in the order: NRP1-CendR mod	Rin1 Abl inh	MT1-MMP act inh	Neddyl block	E coli Lon inh	FAS-TE inh	MsrA act	MsrA inh	SKN-1 inh
# Cc1cccc(C(=O)OCC(=O)N(C)CC(=O)Nc2ccc(Cl)c(C(F)(F)F)c2)c1 is listed as 12	-3	6	i	-1	29	-5	-0.5	10
# COCCN1Cc2c(sc(C)c2C)N(C(=O)c2ccccc2)C1 is listed as -14	-2	-3	i	-4	-3	1	0.7	4

# Other structures
SMILES,NRP1-CendR mod,Rin1 Abl inh,MT1-MMP act inh,Neddyl block,E coli Lon inh,FAS-TE inh,MsrA act,MsrA inh,SKN-1 inh
CCc1cccc(C)c1NC(=O)CN(C)S(=O)(=O)c1ccc(-c2ccc(=O)[nH]n2)s1,8,2,0,i,-10,-1,2,-0.4,-2
CN(CC(=O)Nc1ccc(N2CCOCC2)cc1)Cc1cc(=O)n2ccsc2n1,-15,1,2,i,-6,-7,-3,0.5,-3
CCOC(=O)/C(C#N)=C/c1ccc(OCC(=O)Nc2ccc(OC)cc2)c(OC)c1,-7,0,-5,i,3,0,3,0.6,7
CSc1ncccc1C(=O)OCC(=O)NCCC1=CCCCC1,1,-4,-7,i,-8,4,-2,-0.7,-1
C[C@@H]1Cc2c(O)c(O)cc(O)c2C(=O)O1,-6,16,-2,i,-1,-6,-8,.,-5
CC1(C(=O)NCCCN2CCCC2=O)CCN1CCc1ccccc1 (centres undefined),6,-2,-2,i,-1,-9,-3,0.1,-6
O=C(c1ccc(Cl)c(S(=O)(=O)N2CCCCCC2)c1)N1CCN(CCO)CC1,1,2,3,i,4,-5,-1,-1.4,11
CCCCc1ccc(NS(=O)(=O)N(C)C)cc1,0,1,-2,i,-3,3,-4,-0.3,-2
COc1ccc(/C=C2\SC(=O)N(CC(=O)N(C)C3CCS(=O)(=O)C3)C2=O)cc1 (centres undefined),13,-3,-1,i,6,-3,-8,2.0,-6
Cc1nnc(SCc2ccc(C(=O)Nc3cc(Cl)ccc3C)cc2)s1,3,-2,1,i,-1,6,-6,-0.1,2
CCOc1cc(C(=O)Nc2ccc(S(=O)(=O)Nc3cc(C)on3)cc2)cc(OCC)c1OCC,-7,0,5,i,-6,-6,-4,0.3,2
C=CCON/C(CCC)=C1\C(=O)C(C(=O)OC)C(C)(C)CC1=NC (centres undefined),-16,0,2,i,-4,0,-3,2.1,8
CCOc1ccc(OCCC(=O)OCC(=O)NC2CCCCC2)cc1,4,-3,-1,i,7,-1,-3,-0.7,4
COCC(C)n1c(SCC(=O)c2cc(C)n(C)c2C)nc2ccccc2c1=O (centres undefined),2,-5,0,i,-3,15,-6,-0.2,0
COc1ccc(-n2c(C)c(C)c3c(NCCN(C)C)ncnc32)cc1,5,2,.,i,-5,-7,-11,0.6,15
COC1CCCN(Cc2cn(C)nc2-c2ccc(Oc3ccccc3)cc2)C1 (centres undefined),15,2,-9,i,15,-5,2,0.5,-4
CC(C)(C)[C@H]1COC(=O)CCC/C=C/C[C@H](CC(=O)N(CCO)Cc2ccccc2)C(=O)N1,-6,2,5,i,-9,-9,-10,0.6,-13
COc1ccc(CCNC(=O)COc2ccc(N(C)S(=O)(=O)c3ccc(C)cc3)cc2)cc1,13,2,-1,i,-2,14,-9,-0.8,-4
CCOC(=O)c1ccc(NC(=O)Nc2cccc(C)n2)cc1,-4,5,-2,i,1,-3,-3,-0.1,6
CC(Sc1nc2ccccc2o1)C(=O)O (centres undefined),-6,-2,0,i,2,-8,-3,-1.5,-11
O=C(Cc1ccc2c(c1)OCCO2)Nc1cccc(S(=O)(=O)N2CCOCC2)c1,2,6,-1,i,4,-3,-1,0.2,-15
CCSc1nnc(-c2sc3nnc(-c4ccccc4)c(-c4ccccc4)c3c2N)o1,136,-2,-210,i,-70,-192,4,0.8,0
O=C1C(=Cc2cn(-c3ccccc3)nc2-c2ccc(OCc3ccc(Cl)cc3)cc2)SC(=S)N1CCS(=O)(=O)O,-140,-4,-1,i,-45,23,-12,1.0,-1
Cc1c(C(=O)NCc2ccc3c(c2)OCCO3)sc(=O)n1Cc1ccc2c(c1)OCO2,-6,-2,4,i,5,12,-2,-1.3,0
O=C(O)CCNC(=O)c1ccc(NC(=O)C(c2ccccc2)c2ccccc2)cc1,16,0,8,i,-8,0,-2,2.2,13
O=C(NCCc1ccccc1)c1ccc(-c2ccc(F)c(F)c2)c2ccoc12,-6,-4,-1,i,-3,26,-2,0.7,11
Cc1c(C(=O)Nc2ccccc2)sc2nc[nH]c(=O)c12,-26,0,-4,i,-4,-11,-5,1.3,-7
CCN(C(=O)COc1cc(=O)n(C)c2ccccc12)c1cccc(Cl)c1,6,0,8,i,-4,3,-6,-1.2,-2
COc1ccccc1CNC(=O)c1cc(-c2cc(F)ccc2OC)n[nH]1,7,0,-2,i,-3,10,1,1.2,9
Cc1ccccc1CN1CCN(c2nc3ccccc3s2)CC1,2,5,-6,i,-3,24,-2,0.4,17
Cc1c(C(=O)N2CCN(c3ccccn3)CC2)cccc1[N+](=O)[O-],-9,-2,-1,i,-11,-2,-7,0.1,-9
COCCNC(=O)C1(C)CCCN(Cc2ccc(C)c3ccccc23)C1 (centres undefined),1,0,2,i,8,3,0,0.9,14
COc1ccc(S(=O)(=O)N(C)C[C@@H]2Oc3ccc(NC(=O)Nc4c(C)noc4C)cc3C(=O)N([C@H](C)CO)C[C@@H]2C)cc1,15,0,-4,i,-7,-9,-2,-1.5,9
CCOC(=O)C1=C(COC(=O)COc2cc(C)ccc2C)NC(=O)NC1C (centres undefined),3,1,2,i,-6,-6,1,0.4,-6
CC(=O)Nc1ccc(S(=O)(=O)N(Cc2ccccc2)c2ccccn2)cc1,7,-2,3,i,-9,0,0,-0.1,10
C=CCN(CC=C)Cc1cc(=O)oc2ccc3ccccc3c12,0,3,-5,i,1,28,-2,0.9,12

# Arranged by SMILES length (descending): part of the list above.
SMILES,NRP1-CendR mod,Rin1 Abl inh,MT1-MMP act inh,Neddyl block,E coli Lon inh,FAS-TE inh,MsrA act,MsrA inh,SKN-1 inh
COc1ccc(S(=O)(=O)N(C)C[C@@H]2Oc3ccc(NC(=O)Nc4c(C)noc4C)cc3C(=O)N([C@H](C)CO)C[C@@H]2C)cc1,15,0,-4,i,-7,-9,-2,-1.5,9
Cc1c(C(=O)N2CCN(c3ccccn3)CC2)cccc1[N+](=O)[O-],-9,-2,-1,i,-11,-2,-7,0.1,-9
COCCNC(=O)C1(C)CCCN(Cc2ccc(C)c3ccccc23)C1 (centres undefined),1,0,2,i,8,3,0,0.9,14

# (continued)
SMILES,NRP1-CendR mod,Rin1 Abl inh,MT1-MMP act inh,Neddyl block,E coli Lon inh,FAS-TE inh,MsrA act,MsrA inh,SKN-1 inh
CCCCc1cc2c(c(NC(=O)CC)n1)c(=O)oc1ccccc12,6,-2,2,i,-7,-4,-1,2.2,1
CC(C)CN(C(=O)COC(=O)CNC(=O)c1ccccc1F)c1c(N)n(Cc2ccccc2)c(=O)[nH]c1=O,0,2,-3,i,-9,-7,0,-0.8,14
COc1cc2c(=O)n(Cc3ccccc3)c(=O)n(CC(=O)NCC3CCCO3)c2cc1OC (centres undefined),11,-3,-2,i,6,0,-1,0.3,9
Cc1nn(-c2ccccc2)c(C)c1/C=N/NC(=O)c1cc(-c2ccccc2)n[nH]1,-1,-2,23,i,-3,4,-3,-0.7,9
CC(C)(C)OC(=O)N1CCC(C(=O)N[C@H](Cc2ccccc2)C(=O)O)CC1,12,2,10,i,-4,-7,-5,-1.2,-4
N#Cc1c(/N=C/c2cccs2)sc2c1CCC2,6,5,-2,i,0,21,0,0.6,15
CCCN(CCC)CC(O)CN(c1cc([N+](=O)[O-])ccc1OC)S(=O)(=O)c1ccccc1 (centres undefined),-3,3,-5,i,-2,4,-12,0.1,-9
Cc1ccc(C)c(Nc2c(F)c(F)c(F)c(F)c2C(=O)O)c1,7,2,0,i,-1,-4,-3,1.3,1
CCN(CC)CCN(C(=O)c1ccc(CN2CCCCC2)o1)C(C(=O)NC1CCCCC1)c1ccc(F)cc1 (centres undefined),0,-1,-6,i,1,-9,-1,1.7,-5
Cn1nc(N)c2c(-c3ccccc3)c(C#N)c(N)nc21,3,-3,-2,i,22,-6,-9,2.2,-1
O=C(NCC(c1ccco1)N1CCCCC1)c1ccc(NS(=O)(=O)c2ccc(F)cc2)cc1 (centres undefined),-14,0,4,i,-9,-3,5,1.2,24
COc1ccc(OCC(=O)NCCC2=CCCCC2)c([N+](=O)[O-])c1,7,2,3,i,-1,22,-4,1.1,5
O=C1CCC(C(=O)N2CCCCCC2)CN1Cc1cccc(C(F)(F)F)c1 (centres undefined),11,2,-2,i,2,-3,2,0.0,15
O=C1C=C(Nc2ccc(Cl)cc2Cl)CC(c2ccco2)C1 (centres undefined),2,-1,-4,i,-10,2,-4,-0.8,16
O=C(CC1CCCC1)N1CCN(S(=O)(=O)c2ccccc2)CC1,-1,-1,-5,i,2,-6,-1,-0.4,0
Cc1snnc1C(=O)NC(=S)Nc1ccccc1,6,1,-2,i,-2,-6,-4,0.6,-15
Cc1ccc([C@H]2N[C@]3(CCCN(Cc4ccc(C(F)(F)F)cc4)C3=O)[C@H]3C(=O)N(Cc4ccccc4)C(=O)[C@@H]23)cc1,3,-1,6,i,6,36,1,-0.1,3
O=C(N/N=C/c1ccc(N2CCOCC2)s1)c1ccccc1Cl,-22,0,1,i,-8,-10,-6,2.7,7
Cc1ccc(C(=O)N(CC(=O)NC2CCCC2)c2ccccc2F)s1,10,4,2,i,-7,-2,-5,0.0,1

# The order is random; about 4.2% have a hit in one of these screens.
